D2 ag: HTS Assay for Allosteric Agonists of the Human D2 Dopamine Receptor: Primary Screen for Agonists. activation, % at 2 µM. D(2) dopamine receptor (Homo sapiens), P14416. 0.53% of 340,000 active. HEK293 T-REx D2 cells, calcium flux agonist mode. AID 485358, 2010;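 active = activation over 3 SD above normal in the single-dose calcium agonist read, cut at about 30% in these data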; also: 0% is about no effect
Target sequence (P14416 whole entry, looked up): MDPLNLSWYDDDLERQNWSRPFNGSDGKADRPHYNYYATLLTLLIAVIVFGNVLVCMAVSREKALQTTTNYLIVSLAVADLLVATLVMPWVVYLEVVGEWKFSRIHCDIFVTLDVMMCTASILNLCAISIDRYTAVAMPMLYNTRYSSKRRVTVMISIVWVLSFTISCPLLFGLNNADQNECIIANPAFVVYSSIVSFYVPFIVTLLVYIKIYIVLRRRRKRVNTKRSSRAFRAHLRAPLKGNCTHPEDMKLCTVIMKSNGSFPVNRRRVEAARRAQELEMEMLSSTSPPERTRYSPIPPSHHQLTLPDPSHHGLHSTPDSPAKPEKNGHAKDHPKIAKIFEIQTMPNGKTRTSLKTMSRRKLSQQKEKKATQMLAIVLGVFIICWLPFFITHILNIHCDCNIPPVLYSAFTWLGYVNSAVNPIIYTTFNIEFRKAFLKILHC
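Tetracycline-induced HEK293 Trex cells with D2 receptor force-coupled to calcium signaling, plated overnight at 30 C and loaded with no-wash calcium dye. Calcium flux read kinetically for 180 s after compound addition; responses flag agonists.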
RXFP1 antag: qHTS Assay for Antagonists of the Relaxin Receptor RXFP1. activity change, negative = inhibition, % at 57.5 µM. HEK293-RXFP1, relaxin-stimulated cAMP HTRF, 30 min; hits give low values. 0.59% of 350,000 active. Relaxin receptor 1 (Homo sapiens), Q9HBX9;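 active = activity change of -60% or lower, but not beyond a set lower limit; inconclusive = change between -60% and -40%, or beyond the set limit; inactive = change above -40%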; also: % is scaled to controls: 0 for no effect and ±100 for the full control effect
TRHR ag: qHTS for Small Molecule Agonists and Allosteric Enhancers of Human TRH Receptor: Primary Screen for Agonists; Thyrotropin-releasing hormone receptor (Homo sapiens), P34981; AID 493084, 2011; 0.18% of 360,000 active; TRHR cells, calcium flux fluo-8, FDSS agonist mode; activation, % at 2 µM; also: 0% is about no effect
Target sequence (P34981 whole entry, looked up): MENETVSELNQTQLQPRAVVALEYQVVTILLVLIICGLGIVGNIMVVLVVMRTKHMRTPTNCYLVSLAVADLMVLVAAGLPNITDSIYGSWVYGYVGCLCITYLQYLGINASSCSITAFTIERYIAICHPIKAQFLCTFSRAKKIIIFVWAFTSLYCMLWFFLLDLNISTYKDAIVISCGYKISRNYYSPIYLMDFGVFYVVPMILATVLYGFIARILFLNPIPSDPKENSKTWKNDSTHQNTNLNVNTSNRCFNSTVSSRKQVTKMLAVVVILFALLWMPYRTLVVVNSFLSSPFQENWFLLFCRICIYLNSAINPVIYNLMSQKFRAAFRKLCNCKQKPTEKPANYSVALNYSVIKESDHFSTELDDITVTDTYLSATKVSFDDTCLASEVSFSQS
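TRHR-expressing cells, plated overnight in medium with 10% serum, were loaded with fluo-8 calcium dye at room temperature. After a 10 s baseline, library compound was pin-added and calcium release was recorded kinetically (ex 480/em 530) as agonist response.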
D1 agonist: Allosteric Agonists of the Human D1 Dopamine Receptor: qHTS. activation, % at 2 µM. D(1A) dopamine receptor (Homo sapiens), P21728. HEK293 T-REx D1 cells, calcium flux, agonist mode. 1% of 360,000 active; also: 0% is about no effect
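Agonism was scored from calcium flux recorded over 180 s (1 read/s) after pintool compound addition, following a 10-cycle baseline. Cells were inducible force-coupled HEK293 TREx D1, plated overnight at 30 C and loaded with no-wash calcium dye.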
D1 antag: Antagonist of Human D 1 Dopamine Receptor: qHTS. D(1A) dopamine receptor (Homo sapiens), P21728. HEK293 TREx D1 cells, calcium flux, dopamine EC80; hits give low values. activity change, negative = inhibition, % at 10 µM. 3.2% of 360,000 active; in the data active = activity change below about -30%; also: % is scaled to controls: 0 for no effect and ±100 for the full control effect
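Using tetracycline-induced force-coupled D1 Hek293 cells and a calcium dye, signals were followed for 180 s after compound, then for 180 s after EC80 dopamine, to detect inhibitors.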
D2 antag: HTS Assay for Allosteric Antagonists of the Human D2 Dopamine Receptor: Primary Screen for Antagonists. D(2) dopamine receptor (Homo sapiens), P14416. HEK293 TREx D2 cells, calcium flux, dopamine EC80. inhibition, % at 10 µM. 2% of 340,000 active; in the data active = inhibition above about 30%; also: 0% is about no effect
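Overnight-induced (tetracycline, 30 C) HEK293 T-REx cells carrying force-coupled D2 receive a no-wash calcium dye, then compound, then EC80 dopamine at 180 s; signals are read kinetically throughout.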
D2 potentiator: HTS Assay for Positive Allosteric Modulators of the Human D2 Dopamine Receptor: Primary Screen for Potentiators; HEK293 T-REx D2, calcium flux, EC20 dopamine potentiation; potentiation, % at 10 µM; 0.34% of 340,000 active;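 active = potentiation over 3 SD above the plate norm, cut at about 30% in these data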; also: 0% is about no effect
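Tetracycline-induced Hek293 Trex D2 cells, force-coupled to calcium, loaded with no-wash calcium dye. Compound added with 180 s kinetic read for agonism, then EC20 dopamine and a further 180 s read for potentiation.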
TRHR PAM: qHTS for Small Molecule Agonists and Allosteric Enhancers of Human TRH Receptor: Primary Screen for Enhancers; TRHR cells, fluo-8 calcium fluorescence, EC20 TRH enhancement; enhancement, % at 2 µM; 0.66% of 360,000 active; AID 493056, 2011; in the data active = enhancement above about 30%; also: 0% is about no effect
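Enhancer read-out: after compound pinning and an initial kinetic agonist-mode read, an EC20 of TRH (10 nM final) was injected and fluo-8 calcium signal (Ex 480/Em 530) followed at 1 s/cycle for 100 cycles in TRHR-expressing cells.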
D1 potentiator: Potentiators of Human D1 Dopamine Receptor: qHTS; AID 504651, 2011; potentiation, % at 10 µM; HEK293 TREx D1 cells, calcium flux, dopamine EC20 potentiation; 0.036% of 360,000 active; D(1A) dopamine receptor (Homo sapiens), P21728; in the data active = potentiation above about 30%; also: 0% is about no effect
Numbers without * were called inactive; u = inconclusive; x = no result given; & = joins results of further samples. Rule as the data show it, unless noted: active = activation above about 30%; inactive = the rest.

SMILES	D2 ag	RXFP1 antag	TRHR ag	D1 agonist	D1 antag	D2 antag	D2 potentiator	TRHR PAM	D1 potentiator
COc1ccc(-n2nnnc2SCC(=O)N2CCN(C(=O)c3ccco3)CC2)cc1OC	-0.7	-16	-0.4	2	-8	-3	20	7	-1
COCC(=O)NC(c1ccccc1)c1ccccc1	2.6	0	-2.0	2	18	3	x	-2	1
CCCCC(=O)N(Cc1ccc(F)cc1)C1CCS(=O)(=O)C1 (stereo unspecified)	1.1	2	0.3	1	2	4	-4	-3	3
CCN(CC)S(=O)(=O)c1ccc(/C=C/C(=O)Nc2ccccc2N2CCOCC2)cc1	0.5	7	-1.3	5	-5	8	-4	-4	-6
COC(=O)C1=C(C)NC(C)=C(C(=O)OC)C1C(=O)OCC(=O)N1CCCCC1C (stereo unspecified)	0.8	0	-0.1	2	7	7	2	1	1
COc1ccc(NC(=O)CC(C)=O)c(OC)c1	0.4	3	-0.8	5	11	-13	5	10	-3
CC1(CC(=O)N/N=C/c2cc(Br)c(O)cc2O)OCCO1	0.2	-2	0.4	2	-4	3	-1	-7	-7
Cn1cc([N+](=O)[O-])c(C(=O)Nc2ccc3c(c2)OCCO3)n1	-0.9	17	0.2	1	-2	-17	4	11	-3
CCc1cccc(C)c1NC(=O)COC(=O)Cc1ccsc1	0.4	-2	-1.3	1	-15	-17	-6	-2	-4
CCCCn1c(SCC(=O)N2CCCC2)nc2cc(S(N)(=O)=O)ccc21	-0.7	1	0.1	0	-2	11	-4	6	-2
O=C(/C=C/c1ccccc1)NCCOc1ccccc1	-0.5	-2	-0.4	0	4	-10	1	-2	-7
CCCCOc1ccc(C(=O)N2CCN(c3ncccn3)CC2)cc1	-2.3	1	0.6	8	-18	-7	-13	-1	5

Complete entries, quoted from the list:
COc1ccc(-n2nnnc2SCC(=O)N2CCN(C(=O)c3ccco3)CC2)cc1OC in the list: D2 ag: -0.7; RXFP1 antag: -16; TRHR ag: -0.4; D1 agonist: 2; D1 antag: -8; D2 antag: -3; D2 potentiator: 20; TRHR PAM: 7; D1 potentiator: -1
CCCCOc1ccc(C(=O)N2CCN(c3ncccn3)CC2)cc1 in the list: D2 ag: -2.3; RXFP1 antag: 1; TRHR ag: 0.6; D1 agonist: 8; D1 antag: -18; D2 antag: -7; D2 potentiator: -13; TRHR PAM: -1; D1 potentiator: 5
CCCCn1c(SCC(=O)N2CCCC2)nc2cc(S(N)(=O)=O)ccc21 in the list: D2 ag: -0.7; RXFP1 antag: 1; TRHR ag: 0.1; D1 agonist: 0; D1 antag: -2; D2 antag: 11; D2 potentiator: -4; TRHR PAM: 6; D1 potentiator: -2

(further entries)
SMILES	D2 ag	RXFP1 antag	TRHR ag	D1 agonist	D1 antag	D2 antag	D2 potentiator	TRHR PAM	D1 potentiator
COc1cc(C(=O)NCC(=O)N2CCN(S(=O)(=O)c3ccccc3)CC2)cc(OC)c1OC	-0.6	-64*	-0.1	0	9	11	-3	2	-6
Cc1ccc(S(=O)(=O)CC(c2ccccc2)N2CCCCC2)cc1 (stereo unspecified)	-0.6	-7	0.4	5	5	-9	1	3	-2
Cc1c(Cl)cccc1-n1nnnc1-c1cccs1	-0.8	-15	-2.0	2	-14	24	-5	-1	-5
CCOc1ccc(NC(=O)CCC(=O)N2CCSc3ccccc32)cc1	-0.1&0.0	9&-14	-0.6&-0.3	1&0	-12&-15	8	6&-1	11&2	-8&-4
O=C(CSCc1ccc(F)cc1)N1CCN(c2ccccc2F)CC1	0.6	7	-0.9	1	-58*	x	-7	-1	-2
COc1ccc(C(=O)C(C)Sc2nnc(C3CC3)n2C2CC2)cc1 (stereo unspecified)	-0.5	0	3.1	6	-2	-12	9	-3	1
CC(=O)Nc1sc2c(c1C#N)CCCCC2	1.0	-6	-0.4	-2	-2	-4	11	-4	-3
COc1cccc2c(=O)n(CC(=O)NC3CCCCC3)ccc12	-0.3	x	0.1	0	-14	5	-3	-4	-12
COc1ccc(NC(=O)c2cc3c([nH]c4ccccc43)c(C)n2)cc1	-0.3	-5	-0.1	2	10	12	3	3	-4
Cc1ccc(C(=O)N(CC(=O)NC2CCCC2)c2ccc(F)cc2)s1	0.7	14	-0.6	2	0	12	4	-2	x
COc1cc(/C=N/NC(=O)c2ccc(COc3ccccc3Cl)o2)cc(Br)c1O	2.3	u	0.5	1	3	7	3	4	5
Cc1ccc(S(=O)(=O)N2CCOCC2)cc1C(=O)NC(=S)N(Cc1ccccc1)C(C)C	x	2	-0.7	1	11	x	x	-4	-1
Cc1ccc2[nH]c(=O)c(Cc3ccccc3)c(O)c2c1	1.1	6	0.6	1	4	-19	6	4	-4
Cc1cccc(C(=O)Nc2ccc(S(=O)(=O)N3CCOCC3)cc2C)c1	1.6	-19	0.3	1	3	1	-4	1	8
Cc1ccc(CNC(=O)CCn2cc(-c3ccc(C)cc3)nc2CCN)cc1	-1.0	x	-0.4	2	-29	-8	-14	3	-4
NC1=NC[C@H](Cc2ccc(O)cc2)N1CC1CCCCC1	0.1	x	0.4	3	-1	3	-5	-1	-3
CCOc1ccc(-c2n[nH]c(C)c2-c2ccccc2OC)c(O)c1	-0.7	-15	-1.0	6	1	-14	10	12	-6
O=C(O)c1ccc(CSc2ncnc3c2cnn3Cc2ccccc2)cc1	0.2	-13	-0.7	6	-6	0	5	3	3
CS(=O)(=O)N(CC(=O)N/N=C/c1ccco1)c1ccccc1Br	0.8	-4	0.1	1	6	3	1	0	-6
COc1cc(C2/C(=C(/O)c3ccc(F)cc3)C(=O)C(=O)N2CCCC(=O)O)ccc1O (stereo unspecified)	x	4	1.3	1	-6	x	x	1	-2
CCN1CCCC1CN(Cc1cc2ccc(C)cc2[nH]c1=O)C(=S)Nc1ccccc1OC (stereo unspecified)	1.8	-25	1.1	-1	-1	-7	12	1	12
CN(C)c1ccc(-c2noc(C3CC(=O)N(c4ccc5c(c4)OCCO5)C3)n2)cc1 (stereo unspecified)	0.4	-7	0.4	4	-8	x	-9	9	-6
COc1ccc(OC)c(NC(=O)c2oc3ccccc3c2NC(=O)C2CC2)c1	-1.5	-1	0.5	1	-4	0	-4	-9	0
Cc1nnc(SCC(=O)NC(C)c2ccccc2)[nH]c1=O (stereo unspecified)	0.7	0	0.8	1	9	7	8	1	6
CC(=O)c1ccc(NC(=O)CCCSc2nc(-c3ccco3)cc(C(F)(F)F)n2)cc1	-0.6	1	-0.9	18	-15	x	7	12	-1
CCCC(C(=O)NC1CCCC1)N(Cc1ccc(OC)cc1)C(=O)c1snc(C(N)=O)c1N (stereo unspecified)	-2.2	-9	-0.7	-1	23	17	x	-5	-7
CCOC(=O)C(Cc1c(F)cccc1Cl)c1ccno1 (stereo unspecified)	-1.9	2	-2.7	0	x	-7	-2	-2	6
O=C1CCCC(O)=C1C=Nc1cccc(C(F)(F)F)c1	1.6	-1	-0.1	4	2	7	1	-1	2
O=C(Nc1ccccc1N1CCCCC1)c1ccc(F)cc1	0.5	-3	-0.9	1	9	24	15	7	-6
O=C(Cc1ccccc1F)Nc1cccc2cccnc12	-1.3	x	0.0	-1	5	-18	3	6	-1
CCc1ccc(CN(C)C(=O)c2cc(COc3cccc4cnccc34)on2)cc1	0.1	0	0.1	15	-15	-13	6	7	-9
Cn1ccc(C(=O)OCC(=O)Nc2ccccc2)n1	x	-1	-0.6	0	-21	x	x	-1	-4
CCC(=O)Nc1ccc2c(c1)nc(CCN1CCN(c3ccccc3)CC1)n2C	62*	-5	-0.7	0	4	21	-22	-8	-3
COc1cc(NC(=O)COC(=O)CNC(=O)C2CCCCC2)cc(OC)c1	x	-1	0.3	2	14	x	x	6	-8
Cc1ccc(CCNC(=O)c2ccc3nc4ccccc4c(=O)n3c2)cc1	0.0	-11	-0.9	3	-15	-19	10	9	-5
CCCCNCCCOc1cccc(Cl)c1	0.7	-1	1.6	-1	3	14	-19	1	-6
Cc1nc(C)n(C(C)CNC(=O)c2cccc(Br)c2)n1 (stereo unspecified)	0.2	6	0.1	3	-9	-4	3	-1	1
CCOc1ccc(C(=O)OCC(=O)NC(C)C)cc1	-1.6	3	-0.3	2	14	-7	1	5	-3
Cc1ccc(NC(=O)CN2CCN(CCN=CC3=C(O)CC(C)(C)CC3=O)CC2)cc1	-0.9	-6	-0.3	2	-1	-14	2	-2	-7
CSc1ccc(CN(C)C(=O)CN2C(=O)NC3(CCCC3)C2=O)cc1	-0.9	5	0.6	0	6	-12	9	-1	7
CC1(OC(=O)CCc2ccccc2)C(=O)C=C2C=C(c3ccc(C#N)cc3)N(C3CCCCC3)C=C2C1=O (stereo unspecified)	0.3	x	-0.2	2	-8	11	12	-1	-3
COc1ccc(C(=O)OCC(=O)NCCCc2ccccc2)cc1[N+](=O)[O-]	-2.2	-18	-1.2	10	-9	-9	1	-5	9
CCOC(=O)N1CCC(NC(=O)CS(=O)Cc2nc(-c3ccc(OC)c(OC)c3)oc2C)CC1 (stereo unspecified)	0.5	6	0.3	1	-17	0	-4	-3	1
O=C(OCCN1C(=O)c2ccccc2C1=O)c1cccc(OC(F)F)c1	-0.6	5	-0.8	5	-22	-3	-4	-6	2
Cc1cccc(C(=O)Nc2onc(C)c2C#N)c1	-0.7	-7	-0.3	5	9	-5	0	2	-1
CCCCNC(=O)c1nn2c(C(F)(F)F)cc(-c3ccccc3)nc2c1Br	-0.1	16	-1.3	2	-24	23	9	1	2
O=C(Nc1ccccc1Cl)c1cccc(NC(=O)c2cccs2)c1	x	2	-0.3	2	-4	x	x	4	0
COc1cc(OC)cc(C(=O)N[C@H](C(=O)OCC(=O)Nc2sccc2C#N)C(C)C)c1	1.0	1	0.2	4	15	-13	3	4	2
O=C(CCCO)CCCCCCCCC[C@H]1N[C@H](CO)[C@@H](O)[C@@H]1O	0.3	x	0.1	1	-45*	0	2	-6	0
Cc1cc(NC(=O)c2cnn3c(C(F)(F)F)cc(-c4ccccc4)nc23)no1	x	13	0.0	1	4	x	-2	1	8
Cc1nc(NNC(=O)c2ccc([N+](=O)[O-])cc2)cc(-c2ccccc2)n1	-0.4	-14	-1.0	14	-4	2	1	0	-7

Laid out differently: results already given.
CN(C)c1ccc(-c2noc(C3CC(=O)N(c4ccc5c(c4)OCCO5)C3)n2)cc1 (stereo unspecified)
  D2 ag: 0.4	RXFP1 antag: -7	TRHR ag: 0.4	D1 agonist: 4	D1 antag: -8	D2 antag: x	D2 potentiator: -9	TRHR PAM: 9	D1 potentiator: -6

O=C1CCCC(O)=C1C=Nc1cccc(C(F)(F)F)c1
  D2 ag: 1.6	RXFP1 antag: -1	TRHR ag: -0.1	D1 agonist: 4	D1 antag: 2	D2 antag: 7	D2 potentiator: 1	TRHR PAM: -1	D1 potentiator: 2

Bioassay records from PubChem BioAssay.
